RmlC RmlD mix – RmlC/RmlD inhibition, mixture screen. inhibition, % at 5.5 µM. RmlC/RmlD coupled enzyme inhibition, 384-well mixture HTS. 0.39% of 110,000 active; in the data active = inhibition above about 30%, passing the limit was not always enough; inconclusive = no clear call, values can overlap the other calls; note: strong numbers were not always called active
RT RNaseH block – blocks HIV-1 RNase H cleavage of RNA/DNA duplex | 1.9% of 65,000 active | AID 565 | P04585 | RT-RNase H RNA/DNA duplex cleavage, fluorescence | inhibition, % at 10 µM; in the data active = inhibition above about 50%
* = called active by the depositor; ? = inconclusive; / = not tested or not shown. The list is partial; count on the stated rates, not on these rows.

SMILES | RmlC RmlD mix | RT RNaseH block
CS(=O)(=O)N(CC(=O)Nc1ccc2c(c1)OCO2)c1ccc2c(c1)OCO2 | 4 | /
Cc1ccc(-n2ncc3c(=O)n(CC(=O)N4CCN(c5ccccc5F)CC4)cnc32)cc1C | 3 | /
Cc1noc(NS(=O)(=O)c2ccc(N/C=C\C(=O)c3ccncc3)cc2)c1C | 7 | /
CC1(C)CC(CC(=O)O)(c2ccc(Cl)cc2)CCO1 (centres undefined) | -45 | /
CC(C)=CCC/C(C)=C/CC/C(C)=C/CC/C(C)=C/CC1=C(C)C(=O)c2ccccc2C1=O | -1 | /
Cn1c(NCCCN2CCOCC2)nc2c1c(=O)n(Cc1ccc(Cl)cc1)c(=O)n2C | 8 | 6
COc1ccc(C(=O)N2CCN(S(=O)(=O)c3ccc(C)cc3C)CC2)cc1OC | 7 | -19
CS(=O)(=O)c1ccc2nc(NC3(C(F)(F)F)N=C4SCCN4C3=O)sc2c1 (centres undefined) | -15 | -14
CCN(CC)S(=O)(=O)c1ccc(NC(=O)CC(NC(C)=O)c2ccccc2)cc1 (centres undefined) | -11 | /
O=C(c1ccccc1NS(=O)(=O)c1cccs1)N1CCOCC1 | 8 | -6
Cc1c(OCc2ccc(C(=O)O)o2)ccc2c3c(c(=O)oc12)CCC3 | 2 | -12
CC(=O)c1cccc(-n2nnnc2SCC(=O)N2CCCC2)c1 | 32 | -3
Cc1ccc(S(=O)(=O)N(C)CC(=O)NC2CC(C)(C)NC(C)(C)C2)cc1 | 11 | 2
Fc1ccccc1-c1nc(-c2ccc(Cl)cc2)no1 | -13 | /
O=C(O)c1ccc(-n2nc(C(F)(F)F)c3c2CCCC3)cc1 | 4 | /
CCCC(C)C(=O)Nc1ccc2c(c1)OCCO2 (centres undefined) | 6 | -6
Cc1ccc(NC2=C(Cl)C(=O)OC2NC(=O)c2ccccc2)cc1 (centres undefined) | 3 | /
C[C@@H]1C[C@@H]2O[C@H]2/C=C\C=C\C(=O)Cc2c(Cl)c(O)cc(O)c2C(=O)O1 | -6 | /
CCCn1c(SCC(N)=O)nc2c(c1=O)C1(CCCC1)Cc1ccccc1-2 | / | -12
CCC(=O)O[C@@H]1[C@@H](OC(C)=O)[C@@]2(O)C(C[C@H](O)C2(C)C)[C@](C)(O)[C@H]2CC[C@@H]3[C@@H](O)[C@]12C[C@@]3(C)O (some centres undefined) | -11 | /
COc1ccc(CN2CCCCC2C(=O)Nc2ccc(OC)c(OCC(C)C)c2)cc1OC (centres undefined) | 12 | /
NS(=O)(=O)c1ccc(NC(=O)N2c3ccccc3Sc3ccccc32)cc1 | -11 | /
Cc1ccc(/C=N/NC(=O)c2ccco2)s1 | 9 | /
CCC(=O)Nc1nc(C)c(Oc2ccccc2)c(=O)[nH]1 | 3 | -7
COc1ccc2c(c1)CC1c3c(cc4c(c3-2)OCO4)CC[N+]1(C)[O-] (centres undefined) | 6 | /
O=C(NCCn1cc(SCc2ccc(F)cc2)c2ccccc21)c1c(F)cccc1F | -14 | /
O=C(/C=C/c1cccs1)Nc1nc(-c2ccccc2)cs1 | 4 | /
c1coc(C2Nc3cccc4cccc(c34)N2)c1 | 11 | 34
Oc1ccccc1-c1cc(-c2ccccc2Cl)[nH]n1 | -32 | -13
CCC(C)NC(=O)C1CCN(S(=O)(=O)CC)CC1 (centres undefined) | -10 | -18
COc1ccc2c(c1)C(C)CC(C)(C)N2C(=O)CSc1ncn[nH]1 (centres undefined) | 4 | -1
FC(F)(F)c1cccc(-c2ccc(-c3csnn3)o2)c1 | -8 | -11
O=C(CSc1ncnc2c1oc1ccccc12)Nc1nc2ccccc2s1 | 8 | /
CCC(=O)N1CCc2cc(Br)cc(S(=O)(=O)N3CCCCCC3)c21 | 5 | -30
O=C(CSc1ncnc2c1oc1ccccc12)Nc1cccc(F)c1 | -15 | -25
N#CC(C(=O)OC1CCCCC1)c1nc2ccccc2nc1N1CCCCC1 (centres undefined) | 4 | 6
CCOC(=O)C1=C(CSc2nc3c(cc2C#N)CN(C)CC3)OC(N)=C(C#N)C1c1ccc(F)cc1 (centres undefined) | 12 | /
CCSc1nnc(CNc2ccc(F)cc2)n1CC1CCCO1 (centres undefined) | -12 | -8
CCCOC(=O)CN1C(=O)c2ccccc2C1=O | 1 | 15
COc1ccc(C(=O)NNC(=S)NC2CCCCC2)cc1OC | -9 | /
OC1(C#Cc2c(-c3ccsc3)oc3ccc(N4CCOCC4)cc23)CCCCC1 | -212 | /
O=C(O)c1cc(-c2ccccc2)c(N2CCOCC2)s1 | -10 | -25
Cc1ccc(SCCCn2cnc3ccccc3c2=O)cc1 | 20 | /
CCCn1c2c(c(O)c(C(=O)Nc3ccccc3)c1=O)CCCC2 | / | -4
O=C(N/N=C/c1ccncc1)/C(=C/c1ccccc1)NC(=O)c1ccccc1 | -3 | /

One compound at a time, as listed above.
Entry for CCSc1nnc(CNc2ccc(F)cc2)n1CC1CCCO1 (centres undefined) → RmlC RmlD mix: -12; RT RNaseH block: -8
Entry for CCCn1c2c(c(O)c(C(=O)Nc3ccccc3)c1=O)CCCC2 → RmlC RmlD mix: /; RT RNaseH block: -4

7 entries picked at random from those above, as already listed:
SMILES | RmlC RmlD mix | RT RNaseH block
COc1ccc(C(=O)NNC(=S)NC2CCCCC2)cc1OC | -9 | /
O=C(N/N=C/c1ccncc1)/C(=C/c1ccccc1)NC(=O)c1ccccc1 | -3 | /
CCCOC(=O)CN1C(=O)c2ccccc2C1=O | 1 | 15
O=C(CSc1ncnc2c1oc1ccccc12)Nc1nc2ccccc2s1 | 8 | /
FC(F)(F)c1cccc(-c2ccc(-c3csnn3)o2)c1 | -8 | -11
O=C(O)c1cc(-c2ccccc2)c(N2CCOCC2)s1 | -10 | -25
CCOC(=O)C1=C(CSc2nc3c(cc2C#N)CN(C)CC3)OC(N)=C(C#N)C1c1ccc(F)cc1 (centres undefined) | 12 | /

(more compounds)
SMILES | RmlC RmlD mix | RT RNaseH block
COCCNC(=O)c1onc(CSc2cccc(OC)c2)c1C(=O)O | ? | /
O=S(=O)(c1ccccc1S(=O)(=O)N1CCCCC1)N1CCCCC1 | -7 | 5
Cc1cc(Cl)ccc1NC(=O)NC1CCN(S(=O)(=O)c2ccc(F)cc2)CC1 | -9 | /
COc1ccc(-c2coc3cc4oc(=O)cc(C)c4cc23)cc1F | -10 | /
c1ccc2[nH]c(CCNC3CCCCC3)nc2c1 | -11 | -7
CCN(CC)c1nc(-c2nn[nH]n2)nc(N(CC)CC)n1 | 1 | -16
CCOC(=O)Nc1ccc2c(c1)nc(CN1CCN(C(C)=O)CC1)n2C | -10 | -11
CCCOc1ccc(C(=O)N2CCCc3ccccc32)cc1 | 4 | -29
CC(=O)Nc1ccccc1N(C)S(=O)(=O)c1ccc(C)cc1 | ? | -3
CCCCCCC(=O)Nc1ccc(C(=O)N2CCCC2)cc1 | 9 | /
Cc1ccc(S(=O)(=O)N(C)CC(=O)N2CCN(c3ccccn3)CC2)cc1 | 32 | -4
Cc1cc(Br)cc(C)c1NC(=S)NC(=O)CC(C)C | 7 | /
CC(C)NC(=O)c1ccc(OC2CSC2)cc1 | -15 | /
NNC(=O)CCc1c[nH]c2ccccc12 | 6 | /
CCN1C(=O)CC(N2CCN(c3ccc(C(=O)c4ccncc4)cc3)CC2)C1=O (centres undefined) | -1 | /

Rewritten as a markdown table: entries from further up.
| Compound | RmlC RmlD mix | RT RNaseH block |
| --- | --- | --- |
| CCN(CC)c1nc(-c2nn[nH]n2)nc(N(CC)CC)n1 | 1 | -16 |
| CCOC(=O)Nc1ccc2c(c1)nc(CN1CCN(C(C)=O)CC1)n2C | -10 | -11 |
| CCCOc1ccc(C(=O)N2CCCc3ccccc32)cc1 | 4 | -29 |
| CC(=O)Nc1ccccc1N(C)S(=O)(=O)c1ccc(C)cc1 | ? | -3 |

Next section.
SMILES | RmlC RmlD mix | RT RNaseH block
COc1ccc(CN(C)CCc2ccccn2)c(OC)c1OC | 7 | 0
Cc1nc2ccc(C(=O)O)cc2[nH]1 | 3 | /
O=C(Nc1nnc(-c2ccccc2)o1)C1CCCCC1 | -4 | /
O=C(O)C1C2C=CC3(CN(c4cccc(C(F)(F)F)c4)C(=O)C13)O2 (centres undefined) | 3 | -8
O=C(c1ccc(C(=O)N2CCCCCC2)cc1)N1CCCCCC1 | 5 | /
CCC1Oc2ccc(C)cc2N(CC(=O)NCC2COc3ccccc3O2)C1=O (centres undefined) | 4 | /
N#Cc1nc(N2CCOCC2)nc(N2CCOCC2)n1 | -10 | -4
COc1ccc2oc(=O)cc(C)c2c1 | / | -16
COc1cccc(CNc2cc(CSc3ccc(Cl)cc3)nc(C)n2)c1 | -6 | /
FC(F)(F)C12CC(c3ccccc3)=NCCN1CCN2 (centres undefined) | -15 | 0
COCCNC(=O)CSCc1c(F)cccc1Cl | / | -16
Cc1cnc(C)c(N2CCC(C(=O)NC(C)c3cccs3)CC2)n1 (centres undefined) | 2 | -12
Cc1ccc(Cc2cnc(NC(=O)c3ccco3)s2)cc1 | -13 | /
Cc1nn(-c2ccccc2)c(=S)n1-c1ccccc1 | -8 | 3
Cc1cc(NCc2ccccc2)nc(N2CCOCC2)n1 | 3 | /
Fc1ccc(F)c(CN2CCN(c3ncccn3)CC2)c1 | -458 | -4
Cc1ccccc1Nc1nc(CSc2nnnn2-c2ccccc2)cs1 | -13 | /
COCCNS(=O)(=O)c1ccc2c(c1)oc(=O)c1cc(S(=O)(=O)NCCOC)ccc12 | / | -24
CCO[C@@H]1OC(C(=O)N2CCOCC2)=C[C@H](C2CCCCC2)[C@H]1CCCO | -7 | /
CC(=O)c1ccc(Oc2ncnc3sccc23)c(CN2CCOCC2)c1 | ? | -11
CCOC(=O)C1=C(CSc2nc3ccccc3s2)NC(=O)NC1c1ccc(OC)cc1 (centres undefined) | 3 | /
CCC1CCCCN1C(=O)CSc1nnc(-c2ccc(OC)cc2)o1 (centres undefined) | 7 | 4
CCc1cc2c(s1)NC(=O)CN=C2c1cccs1 | 10 | 11
O=C(OC1CCN(c2ncc(C(F)(F)F)cc2Cl)CC1)c1cccc(C(F)(F)F)c1 | 2 | /
C=CCn1c(-c2ccc(OC)c(OC)c2)n[nH]c1=S | 3 | 44
CCc1c(C)nc(SCC(=O)CC(=O)OC(C)C)c(C#N)c1C | 11 | -13
CCOC(=O)C(C)Sc1nc2ccccc2c(=O)n1CC (centres undefined) | 4 | -31
Cc1ccc(S(=O)(=O)N2CCC(C(=O)O)CC2)cc1C(=O)O | -13 | 3
CS(=O)(=O)N(CC(=O)N1CCN(c2ccccc2)CC1)c1ccc(Cl)c(C(F)(F)F)c1 | 1 | /
COC(=O)c1ccccc1NC(=O)c1cc2n(n1)C(C(F)F)CC(C(F)F)N2 (centres undefined) | 0 | 18
Cc1[nH]c2ccccc2c1C(=O)CN1CCN(C2CCCCC2)CC1 | -13 | -3
CCOC(=O)CSc1nc(C2CC2)nc2ccccc12 | -8 | -28
CC(C)NC(=O)c1cc2ccccc2o1 | 1 | /
COc1ccc(CCN(C)CCc2ccc(OC)c(OC)c2)cc1OC | 4 | /
O=C(Nc1ccc(N2CCOCC2)c(Cl)c1)c1cccnc1 | 18 | 5
Cc1onc(-c2ccccc2)c1C(=O)N1CCc2ccccc21 | ? | -20
CCc1ccc(-c2nnn(Cc3nn[nH]n3)n2)cc1 | 11 | -10
O=C(c1ccccc1)c1ccccc1C(=O)N1CCOCC1 | 14 | -2
Cc1ccc(C)c(C(=O)O/N=C(\N)c2ccc(Br)cc2)c1 | -8 | /

Compound activity (PubChem BioAssay)
